CSN inh – inhibitors of human CSN-mediated cullin deneddylation | inhibition, % at 12.5 µM | AID 651999 | 360,000 compounds, 0.38% hits | Q92905 | Purified CSN, SCF-Nedd8-OG deneddylation, fluorescence polarization;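 active means pattern-corrected inhibition above about 35%, with an unprinted fluorescence ratio check between 0.5 and 1.5, limit read from the data, passing the limit was not always enough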;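 further: 0% = enzyme with substrate and 100% = substrate without enzyme; some results filed as inactive read as strong as hits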
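Assay system: purified human Csn5 enzyme expressed in HEK293T cells; Input: 0.24 nM Csn5 enzyme, final concentration; Reagent: 10 nM SCFSkp2-Nedd8OG; Compound dosing: 12.5 µM single point; Times: reaction 90 min, room temperature; Technique: fluorescence polarization readout.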
MsrA act – activates bovine MsrA enzyme | purified bovine MsrA, absorbance read-out | activation, % at 10.6 µM | 360,000 compounds, 0.3% hits | AID 602163; in the data active means activation above about 7.5%;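 further: 0% = vehicle and 100% = reference activator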
Rin1-Abl PPI inh – blocks binding of human Rin1 to Abl. inhibition, % at 7.35 µM. AID 588664. P00519+Q13671. 360,000 compounds, 0.4% hits. TR-FRET Rin1/Abl binding, biochemical; in the data active means inhibition above about 5%, passing the limit was not always enough
MLLE-PAM2 inh – blocks PAM2 peptide binding to the PABP1 MLLE domain. inhibition, % at 20 µM. AID 588489. GST-MLLE / FITC-PAM2 fluorescence polarization. 360,000 compounds, 0.36% hits. P11940; in the data active means inhibition above about 35%, passing the limit was not always enough;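 further: plate controls were DMSO wells with GST-MLLE for no effect and wells lacking GST-MLLE protein for full effect; some results filed as inactive read as strong as hits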
Target sequence (P11940 whole entry, looked up, the tested form may be a part): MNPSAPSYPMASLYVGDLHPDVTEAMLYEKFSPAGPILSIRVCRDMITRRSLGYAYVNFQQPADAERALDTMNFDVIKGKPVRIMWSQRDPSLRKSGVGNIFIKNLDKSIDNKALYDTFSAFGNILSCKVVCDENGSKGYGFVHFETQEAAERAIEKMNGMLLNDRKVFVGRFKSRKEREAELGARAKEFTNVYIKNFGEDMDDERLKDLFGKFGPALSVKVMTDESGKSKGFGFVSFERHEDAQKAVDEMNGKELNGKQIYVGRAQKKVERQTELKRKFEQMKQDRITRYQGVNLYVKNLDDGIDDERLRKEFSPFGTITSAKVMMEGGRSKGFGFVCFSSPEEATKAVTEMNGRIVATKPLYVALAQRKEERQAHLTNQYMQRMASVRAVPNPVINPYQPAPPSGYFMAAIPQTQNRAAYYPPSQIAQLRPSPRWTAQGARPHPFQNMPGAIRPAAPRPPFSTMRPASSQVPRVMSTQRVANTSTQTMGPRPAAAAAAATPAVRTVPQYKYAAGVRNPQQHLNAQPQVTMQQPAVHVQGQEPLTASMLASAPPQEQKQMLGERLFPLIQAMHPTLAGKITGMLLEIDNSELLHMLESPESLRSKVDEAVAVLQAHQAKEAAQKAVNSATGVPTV
MsrA inh – inhibits bovine methionine sulfoxide reductase A; purified bovine MsrA, absorbance read-out; inhibition, % at 15.5 µM; 360,000 compounds, 0.75% hits; in the data active means inhibition above about 4.5%;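 further: 0% = vehicle wells with enzyme and 100% = reference inhibitor wells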
MT1-MMP act inh – inhibitors of human MT1-MMP activation; GFP/RFP ratio change, % at 20 µM; P50281; HT1080 RFP-PRO-GFP cells, GFP/RFP ratio fluorescence, overnight; percent of plate control window, DMSO zero; 360,000 compounds, 0.061% hits;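 active means GFP/RFP ratio change of at least 30% with cell ATP level not reduced by more than half and red fluorescence within 50% of control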; further: strong numbers were not always called active
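Material: RFP-PRO-GFP reporter HT1080 cells. Dosing: single-point 20 µM compound, 1% DMSO. Controls: DMSO and RFP-L50D-GFP cell wells. Timing: cells overnight before dosing, compound overnight, 37 °C, 5% CO2. Measure: GFP/RFP fluorescence ratio.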
FAS TE block – inhibitors of human fatty acid synthase thioesterase domain; P49327; recombinant FAS-TE, OMFH fluorogenic substrate, fluorescence endpoint; inhibition, % at 15 µM; 360,000 compounds, 0.67% hits; AID 602261;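 active means compounds whose normalised, plate-corrected inhibition of enzyme fluorescence in the single-dose primary screen is 50% or more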;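 further: 0% = DMSO with enzyme and 100% = substrate without enzyme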
Rpn11 block – blocks the human proteasome subunit Rpn11 | O00487 | human 26S proteasome, Ub4-pepOG fluorescence polarization; 20S core pre-blocked with epoxomicin | calls only at 20 µM | 360,000 compounds, 0.59% hits;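 active means inhibition at 20 µM, scaled to each plate's controls, above about 33%, limit read from the data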
Target sequence (O00487 whole entry, looked up): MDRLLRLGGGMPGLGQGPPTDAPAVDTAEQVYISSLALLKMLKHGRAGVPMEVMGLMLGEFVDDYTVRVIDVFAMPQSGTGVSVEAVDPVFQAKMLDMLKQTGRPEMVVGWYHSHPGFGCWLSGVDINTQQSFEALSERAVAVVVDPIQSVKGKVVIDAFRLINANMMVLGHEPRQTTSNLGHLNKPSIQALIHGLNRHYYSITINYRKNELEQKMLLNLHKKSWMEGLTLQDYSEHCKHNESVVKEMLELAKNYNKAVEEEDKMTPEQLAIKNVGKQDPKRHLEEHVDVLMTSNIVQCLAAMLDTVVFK
E coli Lon inh – inhibitors of E. coli Lon protease. purified E. coli Lon protease, fluorescence polarization. inhibition, % at 7.94 µM. 360,000 compounds, 0.42% hits. AID 602123; in the data active means inhibition above about 13%, passing the limit was not always enough;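 further: 0% = enzyme with probe and DMSO and 100% = no enzyme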
An asterisk follows results filed as active; i = inactive; . = no result given; + = active, no number.

SMILES	CSN inh	MsrA act	Rin1-Abl PPI inh	MLLE-PAM2 inh	MsrA inh	MT1-MMP act inh	FAS TE block	Rpn11 block	E coli Lon inh
CC1CC(C)CN(C(=O)CCNC(=O)c2ccccc2Cl)C1 (centres undefined)	3	1	2	-4	1.2	-1	-2	i	-1
CCc1ccc2c(c1)cc(CN(C(=S)Nc1ccccc1)C1CC1)c1nnnn12	-3	-1	-2	-58	-0.2	0	7	i	-3
CCCN(CCC)C(=O)CC(c1ccccc1)c1cc(Br)ccc1O (centres undefined)	1	3	3	-8	1.0	-18	22	i	7
O=c1cc(-c2ccccc2)[nH]c2ccc(F)cc12	-6	-2	0	-1	0.4	9	-6	i	-2
COCCN(C(=O)COC(=O)c1ccccc1Cc1ccccc1)c1c(N)n(Cc2ccccc2)c(=O)[nH]c1=O	-6	0	-1	-3	-0.8	-3	1	i	-4
c1ccc(-c2nccc(-c3ccc(-n4cnc5ccccc54)cc3)n2)nc1	3	-9	-4	8	-0.2	-8	-13	i	-2
S=C(NCC1CCCO1)N1CCN(Cc2ccccc2)CC1 (centres undefined)	-1	-2	1	-130	0.4	2	-5	i	-9
COc1cccc2c(=O)c3c(oc12)CCCC3	-4	-1	2	-11	1.5	1	-4	i	-2
CCOC(=O)c1c(C2CC2)csc1NC(C)=O	6	-3	3	6	1.9	-7	0	i	6
Cc1ccc(C)c(Nc2nn3c(=O)c4ccc(C(=O)NCc5cccnc5)cc4nc3s2)c1	7	-1	-2	1	-0.4	2	-6	i	-2
CCn1c(CC(=O)Nc2ccc(Cl)cc2)nnc1SCC(=O)N1CCOCC1	3	-3	-3	1	-0.2	-1	-4	i	-15
O=C1C2CC=CCC2C(=O)N1Cc1nnc(-c2ccc(Cl)cc2)o1 (centres undefined)	7	-8	1	-11	0.4	-2	-2	i	3
CCN(Cc1ccccc1)C(=O)CSc1nc(C)cc2c1C(=O)OC2	2	-4	-1	-1	1.2	3	19	i	6
CCCCOc1ccc(C2CC(=O)NC2=O)cc1 (centres undefined)	1	1	1	-12	-0.9	2	-5	i	-2
Cc1c(CC(=O)O)c(=O)oc2c(C)c(OCc3ccc(F)cc3F)ccc12	-2	-1	-1	-16	-1.7	0	-1	i	-3
COc1ccc(C(=O)NCc2ccc(C)cc2)cc1S(=O)(=O)N1CCCc2ccccc21	2	-2	-2	-17	2.1	1	21	i	0
COc1cc(C(=O)NNC(=O)Cc2ccc(S(=O)(=O)N3CCOCC3)s2)cc(OC)c1OC	-1	-3	-2	4	-1.0	-4	0	i	5
Fc1ccc(-c2nnc3ccc(N4CCCC4)nn23)cc1	7	-1	-1	-11	-1.2	-1	-2	i	-4
CCOC(=O)C1C(c2ccccc2)C(C(=O)OCC)S(=O)(=O)C(CCN(CC)CC)S1(=O)=O (centres undefined)	-4	-2	3	4	1.3	8	2	i	-2
COC(=O)Cc1ccc(OC2(C)CCN(Cc3ccccc3)C2)cc1 (centres undefined)	-4	-2	-4	-14	-1.3	-1	-9	i	-4
COc1cccc(-c2cccc(-c3nc(C(=O)NCCCN4CCOCC4)cc4c3[C@H](CCO)N(S(=O)C(C)(C)C)C4)c2)c1 (some centres undefined)	2	-5	5	1	1.6	4	-7	i	-2
CC(C)OC(=O)c1c(NC(=O)CCn2nnc3ccccc32)sc2c1CCCC2	6	0	-4	15	-0.5	-8	28	i	-6
Cc1cccc(OCCCC(=O)NNC(=O)c2ccncc2)c1	0	-6	5	6	-0.1	2	-6	i	-7
COc1cccc(-c2cc(C(=O)Nc3ccc(N(C)C(C)=O)cc3)c3cc(Br)ccc3n2)c1	-4	-3	-3	3	1.0	-11	44	i	-9
COc1ccc(C(=O)Nc2ccc(-c3ccc(C)o3)cc2)cc1S(=O)(=O)N1CCOCC1	-1	-18	-1	-11	0.3	10	15	i	3

Sorted by value in CSN inh (lowest first): some entries from above.
| canonical_smiles | CSN inh | MsrA act | Rin1-Abl PPI inh | MLLE-PAM2 inh | MsrA inh | MT1-MMP act inh | Rpn11 block | E coli Lon inh |
| --- | --- | --- | --- | --- | --- | --- | --- | --- |
| O=c1cc(-c2ccccc2)[nH]c2ccc(F)cc12 | -6 | -2 | 0 | -1 | 0.4 | 9 | i | -2 |
| COc1cccc(-c2cc(C(=O)Nc3ccc(N(C)C(C)=O)cc3)c3cc(Br)ccc3n2)c1 | -4 | -3 | -3 | 3 | 1.0 | -11 | i | -9 |
| COc1cc(C(=O)NNC(=O)Cc2ccc(S(=O)(=O)N3CCOCC3)s2)cc(OC)c1OC | -1 | -3 | -2 | 4 | -1.0 | -4 | i | 5 |
| Cc1cccc(OCCCC(=O)NNC(=O)c2ccncc2)c1 | 0 | -6 | 5 | 6 | -0.1 | 2 | i | -7 |
| COc1ccc(C(=O)NCc2ccc(C)cc2)cc1S(=O)(=O)N1CCCc2ccccc21 | 2 | -2 | -2 | -17 | 2.1 | 1 | i | 0 |
| O=C1C2CC=CCC2C(=O)N1Cc1nnc(-c2ccc(Cl)cc2)o1 (centres undefined) | 7 | -8 | 1 | -11 | 0.4 | -2 | i | 3 |

Complete entries from above:
Record of O=C1C2CC=CCC2C(=O)N1Cc1nnc(-c2ccc(Cl)cc2)o1 (centres undefined) = CSN inh: 7; MsrA act: -8; Rin1-Abl PPI inh: 1; MLLE-PAM2 inh: -11; MsrA inh: 0.4; MT1-MMP act inh: -2; FAS TE block: -2; Rpn11 block: i; E coli Lon inh: 3
Record of COC(=O)Cc1ccc(OC2(C)CCN(Cc3ccccc3)C2)cc1 (centres undefined) = CSN inh: -4; MsrA act: -2; Rin1-Abl PPI inh: -4; MLLE-PAM2 inh: -14; MsrA inh: -1.3; MT1-MMP act inh: -1; FAS TE block: -9; Rpn11 block: i; E coli Lon inh: -4

Continuation:
SMILES	CSN inh	MsrA act	Rin1-Abl PPI inh	MLLE-PAM2 inh	MsrA inh	MT1-MMP act inh	FAS TE block	Rpn11 block	E coli Lon inh
COC(=O)c1nn(-c2nc(-c3ccc(OC)c(OC)c3)cc(C(F)(F)F)n2)cc1[N+](=O)[O-]	4	-3	-3	15	-0.1	-2	14	i	1
COc1ccc(C(C#N)c2nc3ccccc3nc2Cl)cc1 (centres undefined)	-4	-3	-2	0	-0.9	-6	12	i	9
O=c1cc2c(nn1Cc1c(Cl)cccc1Cl)-c1ccccc1CC2	-5	-6	1	1	1.4	-16	25	i	-7
CN1CCC(=NNC(=O)C(=O)Nc2cccc(Br)c2)CC1	-1	-4	2	-2	-0.3	0	-5	i	-12
CCCN(CCC)CCCNC(=O)c1cc2c(=O)n(CC)c3ccccc3c2s1	5	-2	-3	6	0.7	16	0	i	1
CCOC(=O)C1=NNC2C(=O)N(Cc3ccccc3)C(=O)C12 (centres undefined)	2	-3	-2	8	-0.3	3	-3	i	-8
Cc1cc(F)ccc1NC(=O)C1CCN(C(=O)Nc2ccccc2)CC1	-5	-4	-1	2	.	-4	-2	i	-6
O=C(Nc1ccc(NC(=O)C2CC2)nc1)c1cnccn1	5	-4	3	5	0.3	1	-13	i	4
O=C(CSc1nnc(Cc2cc(=O)[nH]c(=O)[nH]2)n1-c1ccc(Cl)cc1)NCC1CCCO1 (centres undefined)	-6	-7	4	23	0.5	-6	-8	i	22*
O=S(=O)(Nc1ccncc1Cl)c1ccccc1	4	2	0	-1	0.3	2	-11	i	-3
CCOC(=O)N1CCC(NC(=O)c2cccs2)CC1	1	-2	-1	9	-1.1	.	-4	i	3
COc1ccccc1NC(=O)COc1cc(Br)c(CNCCCN2CCOCC2)cc1OC	-6	2	-1	-9	0.7	8	-5	i	-8
Cn1nnnc1SCC(=O)NCC(=O)c1ccccc1	4	-8	4	1	-0.1	-3	-1	i	1
Cc1[nH]c(C)c(S(=O)(=O)NCc2ccco2)c1C(=O)N1CCCCC1	2	-3	-1	5	-0.9	5	-5	i	7
CC(=O)Nc1ccc(Nc2ncnc(N)c2[N+](=O)[O-])cc1	0	-2	-2	-5	0.2	-9	-5	i	0
COC(=O)c1ccc2nc(NC(=O)C3CC3)sc2c1	2	-5	3	14	0.6	-2	1	i	14
CCOC(=O)C1CCCCN1Cc1cccc(OCc2ccccc2)c1 (centres undefined)	-2	-2	-1	-9	-0.5	-1	14	i	-5
Cc1ccc(C)c(N2CCN(S(=O)(=O)c3ccc4[nH]c(=O)c(=O)[nH]c4c3)CC2)c1	2	-10	-1	-5	2.1	-2	19	i	2
C[C@H](CO)N1C[C@H](C)[C@H](CN(C)Cc2ccncc2)Oc2ncc(Br)cc2C1=O	1	-5	1	-2	1.0	5	-8	i	-2
O=C(O)c1ccc(NC(=S)Nc2ccccc2)cc1	1	-4	-1	18	-0.7	5	-16	+	-14
COc1ccccc1OCC(O)Cn1c(=N)n(Cc2ccccc2)c2ccccc21 (centres undefined)	-1	-4	2	5	0.3	-9	-8	i	-4
CCc1ccc2[nH]c(C(=O)N(C)c3ccc(F)cc3F)cc2c1	-3	-10	-3	10	0.8	1	0	i	1
Cc1ccc(C(C(=O)NC2CCCC2)N(C(=O)CNC(=O)c2cccs2)c2cccnc2)o1 (centres undefined)	0	2	4	-10	-0.6	-2	-1	i	-1
CCN(CC)c1ccc(/C=N/NC(=O)c2ccc3nc[nH]c3c2)c(O)c1	-4	-3	-6	7	.	5	-1	i	-8
CCN(C(=O)c1cc(S(=O)(=O)N2CCCCC2)c[nH]1)c1ccc(OC)cc1	-1	1	1	-7	0.0	-10	6	i	-3
SMILES	CSN inh	MsrA act	Rin1-Abl PPI inh	MLLE-PAM2 inh	MsrA inh	MT1-MMP act inh	FAS TE block	Rpn11 block	E coli Lon inh
C/C(=C\c1ccccc1)C(=O)Nc1ccc(S(=O)(=O)Nc2ncccn2)cc1	3	-3	2	-6	1.3	5	-6	i	22*
CCOc1ccc(Cl)cc1CSc1ncn[nH]1	-4	-6	1	-12	-1.2	2	-46	i	-3
Cc1cc(C)c2c(n1)nn1c(C3CC3)cc(C(F)(F)F)nc21	-1	-4	-4	-1	0.5	-4	-5	i	-7
Cc1cnc(C=O)c2cccc([N+](=O)[O-])c12	0	-2	3	9	1.5	-3	-5	i	-4
CCCCn1nc2cc(C(=O)N(CC)c3ccc(OC)cc3)ccc2c1OCC	1	-1	-1	1	-0.8	4	-5	i	0
COc1ccc(-c2nnc(SCC(=O)NC(C)c3ccccc3)o2)cc1 (centres undefined)	-2	-2	-4	5	0.7	6	-2	i	-5
Cn1c(SCc2ccc(Br)cc2)nc2c(c1=O)SCC2	-3	-1	-3	8	0.0	-4	26	i	-15
Cc1ccc(S(=O)(=O)N2CCC[C@H]2C(=O)Nc2ccccc2Cl)cc1	-2	-6	6	-6	2.2	0	4	i	1
C=CCn1c(SCC(=O)c2[nH]c(C)c(C(C)=O)c2C)nnc1-c1ccncc1	2	-3	-2	-6	1.9	5	-3	i	-6
CCCCNC(=O)C1(C)CCN1C(=O)c1cccnc1Oc1ccccc1 (centres undefined)	5	4	-1	10	0.8	1	-6	i	-5
O=S(=O)(c1ccccc1)N(Cc1ccccc1)c1ccccn1	5	1	2	12	0.6	-1	8	i	-11
O=C(Nc1nnc(S(=O)(=O)N2CCCC2)s1)c1cccc([N+](=O)[O-])c1	2	-1	2	-33	.	2	13	i	-7

Bioassay records (PubChem BioAssay)
